pAkt inh: blocks phosphorylation of Akt | AID 651550 | activity change, % for hits at 50 µM | Neuro2A IGF-stimulated pAkt S473 HTRF, 20 min; hits give low values | 360,000 compounds, 0.32% hits; in the data active means activity change below about -80%; inconclusive means mostly about -51% to -80%; further: on the % scale 0 is the no-effect control and ±100 the full control effect
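Neuro2A cells in DMEM with 0.5% FBS, overnight at 37 deg C, given compound at single 50 µM final, then IGF (6 nM final) for 20 min at 37 deg C. Lysed; phospho-Akt Ser473 by HTRF after 24 h, 665/615 ratio.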
Abeta rescue: restores growth of yeast expressing A-beta42 peptide | yeast expressing A-beta42, growth rescue, OD600, 48 h; response scale: 0% DMSO, 100% iron-clioquinol control | Potency, µM (highest dose often 46.1 µM), for inactives: top-dose growth rescue, most hits filed as activators | 410,000 compounds, 0.063% hits | AID 1347071; further: potency means the concentration at half of the fitted maximal effect; nearly all actives have a fitted effect of over 55% in size
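Growth rescue measured by 600 nm absorbance after 48 h yeast culture at 30 C with compound. Values normalized between DMSO and an equimolar ferric chloride plus clioquinol control.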
Mm-Cpn inhibitor: blocks the Methanococcus maripaludis chaperonin Mm-Cpn; 330,000 compounds, 0.031% hits; Potency, µM (titrated, usually from 76.9 µM), for inactives: at the highest dose activity, negative = inhibition, most hits filed as inhibitors; purified Mm-Cpn ATPase, ADP Transcreener TR-FRET; further: potency means the concentration at half of the fitted maximal effect; on the % scale 0 is the no-effect control and ±100 the full control effect; nearly all actives have a fitted effect of over 80% in size
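Reaction buffer contained 30 mM Tris pH 7.4, 100 mM KCl, 5 mM MgCl2 and 1 mM DTT. Mm-CPN (25 nM final) hydrolysed 10 uM ATP over 30 min at 37°C; ADP was read by HTRF.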
A549 tox: A549 cytotoxicity, counter-screen for Nrf2 inhibitors | A549 ARE-Fluc cells, CellTiter-Fluor viability, 18-24 h | Potency, µM (series often up to 46 µM), inactives show at the highest dose activity change, negative = cytotoxicity, actives largely listed as inhibitors | 390,000 compounds, 0.16% hits | AID 504648; further: potency means the concentration at half of the fitted maximal effect; on the % scale 0 is the no-effect control and ±100 the full control effect
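A549 ARE-Fluc cells in 5% FBS OPTI-MEM, 5000 cells/well, rested 2 h then exposed to compounds in concentration-response for 18-24 h at 37 °C. Viability by CellTiter-Fluor fluorescence (Ex 405/Em 525) after 30 min; luciferase luminescence (BugLite, 15 min, RT) read afterwards.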
Nrf2 activator: activators of Nrf2 (ARE) signaling; AREc32 ARE-luciferase reporter (MCF7-derived line), luminescence, 24 h; Potency, µM (highest dose often 46.1 µM), inactives show at the highest dose activation, hits mostly activators; 410,000 compounds, 0.31% hits; further: potency means the concentration at half of the fitted maximal effect; % of control where 0% means no effect; nearly all actives have a fitted effect of over 65% in size
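ARE activation measured as luciferase luminescence (Steady-Glo, 30 min RT) in AREc32_Fluc cells after 24 hr compound exposure at 37 deg C, 5% CO2; cells seeded overnight at 1000/well in OPTI-MEM, 5% FBS.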
TGFb SMAD3 inh: inhibitors of TGF-b signaling; HepG2 CAGA-GFP TGF-b/SMAD3 reporter, GFP fluorescence, 18 h; TGF-beta stimulated, 500 pg/mL final; 410,000 compounds, 1.2% hits; Potency, µM (highest dose often 46.1 µM), for the others: top-dose activity, negative = inhibition, hits mostly inhibitors; further: potency means the concentration at half of the fitted maximal effect; on the % scale 0 is the no-effect control and ±100 the full control effect; nearly all actives have a fitted effect of over 65% in size
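HEPG2 CAGA-GFP cells (1000/well, DMEM with 1% FBS) were pre-incubated 2 h at 37 degrees C, given compound by pin tool, then stimulated with TGF-beta at 500 pg/mL final for 18 h before per-cell GFP fluorescence imaging.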
CCT chaperon mod: modulators of cytosolic chaperonin (CCT/TRiC) activity; purified chaperonin ATPase assay, HTRF ADP detection, 30 min; activity change, % (concentration not given with the values), hits read low; 360,000 compounds, 0.3% hits; AID 651819; in the data active means activity change below about -30%; further: on the % scale 0 is the no-effect control and ±100 the full control effect
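ATPase activity: ADP formed was measured by HTRF Transcreener (665/615 nm ratio) after 30 min at 37 deg C with 10 uM ATP. Compounds screened at one 76 uM concentration against 40 or 20 nM TRiC in Tris pH 7.4/KCl/MgCl2/DTT buffer.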
Nrf2 block: blocks Nrf2 signaling. Potency, µM (highest dose often 46 µM), without a hit: at the highest dose activity change, negative = inhibition, most hits filed as inhibitors. 360,000 compounds, 2.1% hits. A549 ARE-Fluc reporter, luciferase luminescence, 18-24 h; further: potency means the concentration at half of the fitted maximal effect; on the % scale 0 is the no-effect control and ±100 the full control effect; nearly all actives have a fitted effect of over 60% in size
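A549 ARE_Fluc cells (5000/well, 5% FBS OPTI-MEM) pre-incubated 2 h, then treated with compounds 18-24 h at 37C/5% CO2 in concentration-response. CellTiter-Fluor viability read first; BugLite luciferase luminescence after 15 min at room temperature gives Nrf2 activity.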
HepG2 viability: counter-screen for TGF-b inhibitors: cytotoxicity in HepG2 cells; Potency, µM (titrated, usually from 46.1 µM), for the others: top-dose activity change, negative = cytotoxicity, most hits filed as cytotoxic; HepG2 CAGA-GFP viability, ATP luminescence, 18 h; AID 588856; 410,000 compounds, 0.76% hits; further: potency means the concentration at half of the fitted maximal effect; some results filed as inactive show a strong effect at the top dose
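CellTiter-Glo luminescence gave cytotoxicity after 18 hours at 37 degrees C. The cells were HepG2 CAGA-GFP in 1% FBS DMEM, stimulated with 500 pg/mL TGF-beta after compound addition. %Activity was normalised to no-cell wells (complete cell-killing) and DMSO (no toxicity), and curves were fitted and classified.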
The depositor's hits bear a star; i = inactive; ? = inconclusive; / = no result given; [ ] = another dose, or the depositor's remark. Unless noted, the call rests on the fitted dose curve; in most records, active means well fitted curve in the direction sought with a large enough effect; inconclusive means small, poorly fitted or top-dose-only effect, or another doubt; inactive means no such curve, though single readings can be large; an effect the other way counts as inactive or inconclusive.

SMILES | pAkt inh | Abeta rescue | Mm-Cpn inhibitor | A549 tox | Nrf2 activator | TGFb SMAD3 inh | CCT chaperon mod | Nrf2 block | HepG2 viability
CCOc1cc(/C=C2/SC(=S)N(CC3CCCO3)C2=O)ccc1O (stereo not drawn) | i | -14% | 0% | -21% | 9.5% | -5% | 0.3 | -8% | -17%
Cc1ccc(SCCC(=O)Nc2nccs2)cc1 | i | -3% | -4% | -9% | 2.3% | 14% | -0.3 | 18% | -15%
NC(=O)CN1C(=O)C(=O)N(Cc2ccc(F)cc2)C1=O | i | -8% | -2% | -4% | -0.5% | 1% | -0.9 | -3% | 10%
c1ccc(Oc2nc(-c3ccccn3)nc3ccccc23)cc1 | i | ? | 0% | 13% | 24% | 0% | 0.8 | ? | -8%
CCOc1ccc(NC(=O)CCc2c(C)nc3nc(-c4cc(OC)cc(OC)c4)nn3c2C)cc1 | / | -21% | / | -3% | 0.1% | -7% | / | 7% | -10%
COc1cc(CC(=O)NC(c2ccccc2)c2ccccc2)cc(OC)c1OC | i | -4% | 2% | -8% | -0.4% | ? | 1.7 | 2% | -32%
CCOc1ccc(-c2nc3c(c(SCC(=O)N4CCCCC4)n2)Cc2cc(C)ccc2O3)cc1 | / | -3% | / | 1% | 3.6% | 4% | / | ? | -12%
CC1(C)Cc2c(sc(NC(=O)c3ccc(C(=O)c4ccccc4)cc3)c2C(N)=O)C(C)(C)N1 | i | 14% | 2% | -15% | -3.2% | ? | -1.1 | -8% | 18µM*
CCN(C(=O)COC(=O)c1ccco1)c1c(N)n(Cc2ccccc2)c(=O)[nH]c1=O | i | -7% | 0% | 3% | 1.6% | 4% | -1.9 | 9% | 5%
COc1ccc(CNC(=O)N2CCN(S(=O)(=O)c3ccccc3F)CC2)cc1 | i | 4% | 1% | 2% | 0.0% | -21% | -2.7 | -4% | -6%
O=C(NCC1(N2CCCCC2)CCCCC1)c1ccc(NS(=O)(=O)c2ccccc2)cc1 | i | 8% | -1% | -1% | 0.2% | -6% | -0.6 | 18% | -19%
S=C(NCCc1ccccc1)NCc1cccc(Cl)c1 | i | 16µM* | -5% | -2% | -1.0% | 13µM* | -1.8 | -2% | -44%
CC(=O)Cn1c(CN2CCCCC2)nc2ccccc2c1=O | i | -9% | 2% | 6% | -0.4% | -28% | -2.6 | 10% | 0%
CCOC(=O)c1oc2ccc(Cl)cc2c1NC(C)=O | i | -14% | -2% | 30% | -0.6% | -9% | 0.7 | -15% | -8%
CCCn1c2ccccc2c2cnn(CC(=O)NC3CCC(C)CC3)c(=O)c21 (stereo not drawn) | i | 1% | 1% | 2% | 0.4% | 3% | 0.6 | 4% | 4%
CCc1nnc(NS(=O)(=O)c2ccc(NCc3cc(Br)ccc3O)cc2)s1 | i | -1% | 4% | -2% | 2.1% | 0% | -2.2 | -10% | -23%
Cc1ccc(-n2c(SCC(=O)N3CCOCC3)nc(O)cc2=O)cc1 | i | 2% | 2% | -14% | 0.3% | -8% | -1.0 | 5% | 29%
N/C(=N\N=C/c1ccc(Br)cc1)N/N=C\c1ccc(Br)cc1 | i | -42%[inhibitor] | 4% | 0% | 3.3% | ? | 1.3 | -6% | 11µM*
Cc1cc2oc(C(=O)N3CCN(Cc4ccccc4)CC3)c(C)c2cc1C | i | -7% | / | 3% | 6.1% | 0% | -0.3 | 18% | -37%
O=C(NCCc1cccc(C(F)(F)F)c1)C1CCC(=O)N(Cc2ccc(Cl)cc2)C1 (stereo not drawn) | i | 17% | -1% | -8% | 2.1% | -29% | -1.3 | 3% | -33%

2 records picked at random from the list so far, as already listed:
SMILES | pAkt inh | Abeta rescue | Mm-Cpn inhibitor | A549 tox | Nrf2 activator | TGFb SMAD3 inh | CCT chaperon mod | Nrf2 block | HepG2 viability
Cc1cc2oc(C(=O)N3CCN(Cc4ccccc4)CC3)c(C)c2cc1C | i | -7% | / | 3% | 6.1% | 0% | -0.3 | 18% | -37%
CC(=O)Cn1c(CN2CCCCC2)nc2ccccc2c1=O | i | -9% | 2% | 6% | -0.4% | -28% | -2.6 | 10% | 0%

Next compounds
SMILES | pAkt inh | Abeta rescue | Mm-Cpn inhibitor | A549 tox | Nrf2 activator | TGFb SMAD3 inh | CCT chaperon mod | Nrf2 block | HepG2 viability
CCCCNC(=O)CSc1nc2ccccc2n1S(=O)(=O)c1ccc(Cl)cc1 | i | 14% | 1% | 6% | -0.5% | -12% | -3.0 | 15% | 3%
CCN1C(=O)c2cccc3c(S(=O)(=O)N4CCNCC4)ccc1c23 | i | -7% | -1% | 24% | 3.6% | 3% | -2.8 | 12% | -6%
CCc1ccc(Oc2nc([N+](=O)[O-])nn2C)cc1 | i | 5% | 0% | 11% | 0.0% | -10% | -1.6 | 19% | -19%
COc1ccc2nc(NC(=O)C3CC(=O)N(c4ccc5c(c4)OCCO5)C3)sc2c1 (stereo not drawn) | i | 14% | -2% | 0% | 2.5% | -15% | 0.1 | ? | -7%
Cc1nc2sc(C(c3ccco3)N3CCN(c4cccc(Cl)c4)CC3)c(O)n2n1 (stereo not drawn) | i | 12% | -8% | 1% | 0.6% | -15% | -8.0 | ? | -8%
COC(=O)c1cc(NC(=O)CC2SC(=Nc3ccccc3)N(CCc3c[nH]c4ccccc34)C2=O)cc(C(=O)OC)c1 (stereo not drawn) | i | 7% | -2% | ? | -0.1% | -16% | 0.2 | ? | -16%
COc1ccc(C(=O)Nc2c(N)nc(SCC(=O)N3CCCCCC3)[nH]c2=O)cc1OC | i | 2% | 2% | 6% | -0.8% | 27% | -2.0 | 14% | 8%
Cc1noc(C)c1COC(=O)CCc1nc2ccccc2s1 | i | 3% | 1% | 0% | 0.2% | 11% | 0.1 | 0% | 0%
CCOc1ccc(S(=O)(=O)N2CCOCC2)cc1NC(=O)CN1C(=O)NC(C)(c2ccc(C)cc2)C1=O (stereo not drawn) | i | 3% | -1% | -3% | -0.2% | 0% | 0.0 | -25% | -2%
CCOC(=O)Cc1cc(=O)n2[nH]c(C)c(-c3ccc(Cl)cc3)c2n1 | i | 7% | -1% | -14% | -1.0% | -17% | 1.2 | ? | -37%
CN1CCN(c2ccc(NC(=O)c3ccccc3Br)cc2)CC1 | i | 15% | 0% | -2% | -0.2% | ? | -2.5 | / | 7%
COc1cc2c(cc1O)[C@@H]1Cc3cc(OC)c(OC)cc3C(C2)N1C | i | -7% | 2% | -2% | -1.0% | ? | -0.9 | -10% | -8%
C[C@@]12C(=O)Nc3cc(F)c(F)cc3C(=O)N1[C@H]1c3ccccc3OC[C@@H]1[C@@H]2c1ccccc1 | i | -65%[inhibitor] | / | -5% | 4.3% | ? | 0.0 | ? | -32%
O=C(/C=C/c1ccco1)NC(=S)Nc1cccc([N+](=O)[O-])c1 | i | -22% | -1% | ? | 9.3% | -3% | 1.0 | -36% | 5%
CCCc1c(C(=O)N/N=C/c2cccs2)nnn1-c1nonc1N | i | -3% | -2% | 0% | 8.9µM* | -6% | -3.0 | 15% | -7%
Cc1cc(NC(=O)CSc2nnc(COc3ccccc3)o2)no1 | -127%* | 4% | -1% | -11% | 0.2% | 0% | -3.6 | 11% | -20%
CCCCOc1ccc(-c2nn(-c3ccccc3)cc2C2NC(=O)NC(C)=C2C(=O)OC)cc1 (stereo not drawn) | / | -17% | / | -13% | 1.8% | 0% | / | / | -21%
O=C(COc1ccc(Br)cc1)OCc1nnc(-c2ccccc2)o1 | i | -2% | 1% | 1% | -0.8% | 2% | 1.3 | -8% | -20%
CSCCC(NC(=O)c1ccc([N+](=O)[O-])cc1Cl)C(=O)OCC(=O)C12CC3CC(CC(C3)C1)C2 (stereo not drawn) | i | 9% | 1% | -11% | -0.8% | -14% | -1.8 | 1% | -3%
COc1ccc(OC)c(CCNC(=O)Cn2cccc2C(=O)c2ccccc2C)c1 | i | -7% | -2% | -8% | -0.2% | 16% | 0.1 | -4% | 2%
COCC1CCN(C(=O)C2CCC(=O)N(Cc3cccc(C(F)(F)F)c3)C2)CC1 (stereo not drawn) | i | 4% | -1% | -13% | 3.4% | 0% | 0.6 | 6% | -9%
O=S(=O)(Oc1ccc(Cl)cc1)c1cccc2cccnc12 | i | 3% | ? | -1% | 4.5% | 18% | 2.1 | 3% | -2%
CC(C)(C)C(=O)Nc1ccccc1C(=O)OCc1cc(=O)n2ccsc2n1 | / | -7% | / | 0% | 0.3% | 27% | / | / | 4%
Cc1ccc(/C=C2/Sc3ccccc3N(CC(=O)NCCCOC(C)C)C2=O)cc1 | i | -4% | -2% | -19% | 2.2% | 16% | -0.9 | ? | 4%
c1ccc(-n2nnc(-c3nccs3)n2)cc1 | i | -19% | / | 5% | 0.3% | -21% | -1.7 | ? | -15%
Cc1n[nH]c(C)c1S(=O)(=O)N1CCCC(C(=O)NCC2COc3ccccc3O2)C1 (stereo not drawn) | i | 10% | 1% | 15% | -0.3% | -8% | -0.1 | -13% | -41%
CCO[C@H]1OC(C(=O)NCc2ccccc2)=C[C@@H](c2ccc(C(F)(F)F)cc2)[C@@H]1CCCO | i | 3% | / | 0% | 0.1% | ? | -3.2 | -6% | -1%
COc1ccc2oc(C(=O)Nc3nc4ccc(S(C)(=O)=O)cc4s3)c(C)c2c1 | i | 8% | -3% | -4% | 0.2% | 3% | 1.1 | -5% | -6%
CCCc1cc(=O)oc2c(C)c3occ(C)c3cc12 | i | 14% | -4% | 4% | 0.3% | -4% | -0.5 | 0% | 23%

Screens: PubChem BioAssay, National Center for Advancing Translational Sciences (NCATS)
